# Assay outcomes: PubChem, Broad Institute
# HDAC3 inh: human HDAC3 inhibition; O15379; recombinant HDAC3, fluorogenic peptide/trypsin coupled, fluorescence; inhibition, % at 8.3 µM; 320,000 tested, 0.15% active; AID 2718; in the data active = inhibition above about 26%, passing the limit was not always enough; inconclusive = no clear call, values can overlap the other calls
# Target sequence (O15379 whole entry, looked up): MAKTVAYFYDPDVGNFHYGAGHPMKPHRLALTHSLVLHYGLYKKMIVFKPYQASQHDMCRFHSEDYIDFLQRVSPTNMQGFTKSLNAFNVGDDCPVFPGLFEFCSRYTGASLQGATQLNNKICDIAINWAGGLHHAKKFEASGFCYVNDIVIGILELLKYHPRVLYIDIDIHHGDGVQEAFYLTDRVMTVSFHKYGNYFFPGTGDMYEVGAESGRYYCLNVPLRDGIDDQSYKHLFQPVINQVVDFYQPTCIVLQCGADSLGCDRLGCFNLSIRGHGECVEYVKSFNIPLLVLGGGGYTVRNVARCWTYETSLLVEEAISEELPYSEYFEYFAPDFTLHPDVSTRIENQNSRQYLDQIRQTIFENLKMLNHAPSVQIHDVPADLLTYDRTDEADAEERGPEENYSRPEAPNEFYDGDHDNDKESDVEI
# Numbers without * were called inactive; ? = inconclusive.
HDAC3 inh,smiles
3,CCN(Cc1nc2ccccc2c(=O)[nH]1)C(=O)c1cc2c(s1)CCCCC2
9,Oc1cc(Nc2cccnc2)cc2cccnc12
1,O=S(=O)(/N=C(/Nc1cccnc1Cl)c1ccccc1)c1ccccc1
-9,NC(=O)c1ccc(NC(=O)CSc2nnc(-c3ccc4c(c3)OCO4)o2)cc1
-10,CC1CN(S(=O)(=O)c2cc(C(=O)NC(C)c3cccnc3)ccc2Cl)CC(C)O1 (stereo not drawn)
7,COC(=O)C1CCN(C(=O)COc2ccc(N(C)S(=O)(=O)c3ccc(C)cc3)cc2)CC1
-7,Cc1c(NC(=O)C(C)SC(=S)N2CCCC2)c(=O)n(-c2ccccc2)n1C (stereo not drawn)
-14,COc1ccc2sc(-c3ccc(N(C)C)cc3)c(C#CC(C)(C)O)c2c1

# The final 3 compounds of the section before come first, to join the parts.
HDAC3 inh,smiles
7,COC(=O)C1CCN(C(=O)COc2ccc(N(C)S(=O)(=O)c3ccc(C)cc3)cc2)CC1
-7,Cc1c(NC(=O)C(C)SC(=S)N2CCCC2)c(=O)n(-c2ccccc2)n1C (stereo not drawn)
-14,COc1ccc2sc(-c3ccc(N(C)C)cc3)c(C#CC(C)(C)O)c2c1
0,CN(c1ccccc1)S(=O)(=O)c1cccc(C(=O)NCc2ccccc2CN2CCCC2)c1
1,CCn1c(C)cc(C(=O)COC(=O)c2ccccc2[N+](=O)[O-])c1C
0,CN(C(=O)CSc1n[nH]c(=O)[nH]c1=O)c1ccccc1
0,COc1cc(OC)cc(-c2c(-c3cccs3)c3cc(-c4ccc5c(c4)OCCO5)ccc3n2C)c1
4,O=C(Nc1cc(Cl)ccc1N1CCOCC1)c1ccc(=O)[nH]c1
-1,Cc1ccc(NC(=O)COC(=O)C2=NNC(=O)CC2)c(Br)c1
29*,CC(C)(C)c1cc(-c2nc(N)nc(N)n2)c(O)c(C(C)(C)C)c1
9,CCN(C(=O)COC(=O)c1cccnc1SC)c1c(N)n(Cc2ccccc2)c(=O)[nH]c1=O

# The results go on.
HDAC3 inh,smiles
-2,Cc1ccc(S(=O)(=O)CC(=O)NCc2ccc(Cl)cc2)cc1
6,COc1ccc(Cl)cc1NC(=O)C(C)OC(=O)Cn1cc(C(F)(F)F)ccc1=O (stereo not drawn)
29*,C#CCOCCOCCOCCNc1nc(N2CCN(C(=O)CCCCCCCCCCNC(=O)[C@H](CCCCN)n3cc(CCO)nn3)CC2)nc(N2CCN(C(=O)CCCCCCCCCCNC(=O)[C@H](CCCN=C(N)N)n3cc(C[C@@H](C)CC)nn3)CC2)n1
-1,C[C@H](CO)N1C[C@H](C)[C@@H](CN(C)S(=O)(=O)c2cccs2)Oc2c(NC(=O)CCC(F)(F)F)cccc2C1=O
14,CN(C)c1ccc(/C=C(\C#N)C(=O)OCC(=O)N(C)C2CCS(=O)(=O)C2)cc1 (stereo not drawn)
3,CC1CCCN(S(=O)(=O)c2ccc(NC(=O)[C@@H]3CCCN3C(=O)c3cccs3)cc2)C1 (stereo partly drawn)
3,COc1ccc(C(=O)COC(=O)C2COc3ccccc3O2)cc1F (stereo not drawn)
-1,COC(=O)c1ccc(/C=C/C(=O)OCC(=O)c2ccc[nH]2)cc1

# (list continues)
HDAC3 inh,smiles
-10,O=C(NC(=S)NN1CCOCC1)c1cc(Br)ccc1Cl
-4,O=S(=O)(Nc1ncnc2sccc12)c1cccc(F)c1
9,CCOC(=O)C1=C(C)Nc2ccccc2N/C1=N\S(=O)(=O)c1cc(C(=O)O)ccc1Cl
-7,NS(=O)(=O)c1ccc(CCNC(=O)CCNS(=O)(=O)c2ccccc2C(F)(F)F)cc1
9,Cc1ccc(NC(=O)c2ccc(=O)[nH]n2)cc1S(=O)(=O)Nc1ccccc1Cl
-4,CN(CC(=O)Nc1ccc(Cl)c(C(F)(F)F)c1)C(=O)CCCc1nc2ccccc2c(=O)[nH]1
2,CC[N+](CC)(CC)CCOc1ccc(/C=C/c2ccccc2)cc1
0,CCCCn1nc(C(=O)NC2CCCCCC2)c2ccccc2c1=O

# More compounds.
HDAC3 inh,smiles
0,O=S(=O)(N(Cc1ccccc1)[C@H](CO)Cc1ccccc1)N(Cc1ccccc1)[C@H](CO)Cc1ccccc1
-3,CCCN(CC(=O)Nc1cc(C)on1)CC(=O)Nc1ccc(F)c(F)c1F
-7,Cc1cc(C)n2nc(SCC(=O)N3CCCC3)nc2n1
2,CSCCC(NC(=O)c1ccccc1)C(=O)NCCCn1nc(C)cc1C (stereo not drawn)
-1,COc1ccc(C(=O)OCC(=O)c2ccc3c(c2)NC(=O)CO3)cc1OC
-1,O=C(Nc1cc(S(=O)(=O)Nc2ccccc2Cl)ccc1O)c1ccc(F)cc1F
4,O=C(NCc1ccccc1CN1CCCC1)C1CCN(S(=O)(=O)c2ccc(Cl)cc2)CC1
3,O=C(CN1c2cccc3cccc(c23)S1(=O)=O)Nc1c(F)c(F)c(F)c(F)c1F

# (list continues)
HDAC3 inh,smiles
4,CC1CCCC(NC(=O)CSc2nnc(C(F)(F)F)n2C)C1C (stereo not drawn)
-9,Cc1noc(C)c1NC(=O)Nc1cccc2c1O[C@H](CN(C)C(=O)Nc1ccccc1)[C@@H](C)CN([C@H](C)CO)C2=O
-9,Cc1cccc(C)c1NC(=O)CN1C(=O)NC(C)(C2CC2)C1=O (stereo not drawn)
-3,Cc1noc(C)c1COc1ccccc1C(=O)NNC(=O)c1ccc(F)cc1
-8,Cc1cccc(C(=O)NC(C)C(=O)NC(c2nc3ccccc3[nH]2)C(C)C)c1 (stereo not drawn)
0,COc1ccc(-c2ccc3c(c2)S(=O)(=O)c2cccc(C(=O)NCc4cc(C)oc4C(F)(F)F)c2C3=O)cc1OC
1,CN(C)c1ccc(S(=O)(=O)NCC(=O)NCCC2=CCCCC2)cc1[N+](=O)[O-]
-4,O=C(COC(=O)/C=C/c1cccc(C(F)(F)F)c1)NCc1cccs1

# More results.
HDAC3 inh,smiles
0,Cc1ccc(NC(=O)CN2CCN(S(=O)(=O)c3ccc(F)cc3)CC2)cc1C
2,O=S(=O)(c1cccc(C(F)(F)F)c1)N1CCN(S(=O)(=O)c2ccc3c(c2)OCCO3)CC1
9,CCOC(=O)Cc1csc(NC(=O)c2ccc(N3CCOCC3)cc2[N+](=O)[O-])n1
1,O=C(OCCCc1cc2ccccc2c(=O)o1)N1CCOCC1
-3,O=C(C1COc2ccccc2O1)N1CCN(c2ccc([N+](=O)[O-])cc2)CC1 (stereo not drawn)
-2,CN(Cc1cccc(F)c1)C(=O)CN1C(=O)NC2(CCc3ccccc32)C1=O (stereo not drawn)
-1,NS(=O)(=O)c1ccc(NC(=O)CNC(=O)c2ccc3c(c2)OCO3)cc1
-1,O=C(CSc1ccc(F)cc1)Nc1cccc(S(=O)(=O)N2CCOCC2)c1

# Some of these compounds in order of SMILES length, highest first.
HDAC3 inh,smiles
-2,CN(Cc1cccc(F)c1)C(=O)CN1C(=O)NC2(CCc3ccccc32)C1=O (stereo not drawn)
-1,NS(=O)(=O)c1ccc(NC(=O)CNC(=O)c2ccc3c(c2)OCO3)cc1
-1,O=C(CSc1ccc(F)cc1)Nc1cccc(S(=O)(=O)N2CCOCC2)c1

# Other entries:
HDAC3 inh,smiles
0,CC(C)NC(=O)N(C)C[C@H]1Oc2ccc(NC(=O)Nc3ccc4c(c3)OCO4)cc2C(=O)N([C@H](C)CO)C[C@@H]1C
-7,NS(=O)(=O)c1ccc(NC(=O)CSc2nnc(C3CC3)n2C2CC2)cc1
-4,CC(=O)NCc1ccc(C(=O)COC(=O)COc2ccc(Cl)c(C)c2)s1
1,CCCCn1c(N)c(N(CCOC)C(=O)c2ccc(OCc3c(C)noc3C)cc2)c(=O)[nH]c1=O
-11,CCN(C(=O)CSc1nccn1C)c1cccc2ccccc12
0,CC[C@@]1(C(=O)OC)N[C@H](CN(C)C(=O)Nc2ccc(OC)cc2)[C@@H]2C(=O)N(Cc3ccccc3)C(=O)[C@@H]21
8,COc1ccc2c(c1)[C@H]1[C@H](CO2)[C@H](c2ccccc2)[C@]2(C)C(=O)Nc3cc(C)ccc3C(=O)N12
11,C=CC[C@@H](CC(=O)N[C@@H](CO)Cc1ccccc1)C(=O)N[C@H](COC(=O)[C@@H](CC=C)Cc1ccc(F)cc1)C(C)(C)C

# Continuation:
HDAC3 inh,smiles
5,Cc1ccc(C(=O)Nc2ccc(N3CCOCC3)cc2)cc1S(=O)(=O)N1CCCCC1
9,NC(N)=NC(=O)c1nc(Cl)c(N2CCCCCC2)nc1N
3,COc1ccccc1N1CC(C(=O)NCC2COc3ccccc3O2)CC1=O (stereo not drawn)
0,CC(C)C(NC(=O)c1ccc(F)cc1)C(=O)N1CCC1 (stereo not drawn)
1,CCN(CC(=O)Nc1ccccc1OC)C(=O)CC1CC2CCC1C2 (stereo not drawn)
2,COc1ccc(NC(=O)CSc2nnnn2C2CC2)cc1S(=O)(=O)N1CCOCC1
-1,CC(C)[C@H](NC(=O)c1ccccc1)C(=O)OCC(=O)Nc1ncc(Cl)cc1Cl
2,O=C(c1cc2ccccc2o1)N1CCN(c2ncccn2)CC1

# Structures listed so far with bromine (2):
HDAC3 inh,smiles
-1,Cc1ccc(NC(=O)COC(=O)C2=NNC(=O)CC2)c(Br)c1
-10,O=C(NC(=S)NN1CCOCC1)c1cc(Br)ccc1Cl

# Additional structures
HDAC3 inh,smiles
-5,C[C@H]1COC(=O)[C@@H](Cc2ccc(F)cc2)CC/C=C\C[C@H](CC(=O)NCCO)C(=O)N1
-6,Cc1cc(Cl)nc(Cl)c1C(=O)NCCc1ccccc1
-4,COc1ccc([C@H]2CC(=O)C=C(c3c(OC)cccc3OC)C2)cc1
1,CCCCN(C(=O)C(C)N1C(=O)c2ccccc2C1=O)c1c(N)n(CC(C)C)c(=O)[nH]c1=O (stereo not drawn)
0,O=C(COC(=O)CC1CCCC1)Nc1cccc(F)c1
7,COc1c(-c2ccc(O)cc2)oc2cc(O)cc(O)c2c1=O
-1,CCN1C(N(C)C)=NC[C@@H]1Cc1ccccc1
-1,Cc1ccccc1NC(=O)Cc1nc(COC(=O)c2cccnc2Cl)cs1

# The results go on.
HDAC3 inh,smiles
-3,CCCCC/C=C/C1=CC(=O)C[C@H](c2ccc(OC)c(OC)c2)C1
7,CC(OC(=O)Cc1c(F)cccc1Cl)C(=O)NC1CCCCC1C (stereo not drawn)
?,COc1cccc(N2CCN(CC(=O)Nc3ccc(S(=O)(=O)N4CCCCCC4)cc3)CC2)c1
-2,CC(C)c1ccc(Nc2nnc(SCC(=O)NCC3CCCO3)s2)cc1 (stereo not drawn)
-2,O=C(O)C1=CC[C@@H](c2ccc(Cl)cc2)N(S(=O)(=O)c2ccc(Cl)cc2)[C@H]1c1ccc(F)cc1
-3,Cc1ccsc1C(=O)OCC(=O)c1cc(C)n(C)c1C
0,CC(C)C(=O)N[C@H]1CCC2C3CC=C4C[C@@H](O)CC[C@]4(C)C3CC[C@@]21C (stereo partly drawn)
0,CCC(=O)c1ccc(OCC(=O)Nc2cccc(S(=O)(=O)N(C)c3ccccc3)c2)cc1

# Next compounds follow.
HDAC3 inh,smiles
-3,COc1cc(OC)cc(-c2c(-c3cccs3)c3cc(-c4cnc(OC)nc4)ccc3n2C)c1
?,O=C(NC1(Cc2ccccc2)CCN(CCc2cccs2)C1=O)c1ccccc1 (stereo not drawn)
2,O=C(COC(=O)CCc1ccc(S(=O)(=O)N2CCOCC2)cc1)Nc1ccccc1OC(F)F
-2,CCOc1ccccc1OCCCC(=O)NNC(=O)c1nn(C)c(=O)c2ccccc12
2,CC1CN(S(=O)(=O)c2cccc(C(=O)OCC(=O)NCc3ccccc3)c2)CC(C)O1 (stereo not drawn)
15,Cc1c(C(=O)Nc2nnc(C3CC3)s2)oc2ccccc12
5,N#Cc1ccc(OC(=O)C2CCN(C3=NS(=O)(=O)c4ccccc43)CC2)cc1
-10,CN(CC(=O)Nc1ccc(Cl)c(C(F)(F)F)c1)C(=O)CCC(=O)c1ccccc1

# Next part
HDAC3 inh,smiles
-2,Cc1cnc(C(=O)OCC(=O)Nc2ccccc2[N+](=O)[O-])cn1
-2,CCOC(=O)[C@H]1[C@H]2COc3ccc(Cl)cc3[C@@H]2N2C(=O)c3cc(F)ccc3NC(=O)[C@@]12C
4,CC(=O)Nc1ccc(NC(=O)C(C)OC(=O)c2c(C)nn(-c3ccccc3)c2Cl)cc1 (stereo not drawn)
1,CC(NC(=O)c1ccco1)C(=O)O (stereo not drawn)
4,O=C(COC(=O)CNC(=O)C1CCCCC1)Nc1ccc(Br)cc1Br
-2,C=C[C@H]1[C@H](O[C@@H]2O[C@H](CO)[C@@H](O)[C@H](O)[C@H]2O)OC=C2C(=O)OCC[C@]21O
2,CC(C)(C)C1CCC(C(=O)Nc2ccc(N3CCOCC3)cc2N2CCOCC2)CC1 (stereo not drawn)
4,Fc1cccc(CCN2CCNC[C@@H]2CC2CCCCC2)c1

# Further compounds
HDAC3 inh,smiles
1,CCOc1cc(N2CCOCC2)c(OCC)cc1NC(=O)C1CC(=O)N(c2ccc(C)cc2)C1 (stereo not drawn)
-4,O=C(CN1C(=O)C2CC=CCC2C1=O)Nc1ccc(F)cc1F (stereo not drawn)
-3,CC(=O)Nc1ccc(NC(=O)CN2C(=O)NC3(CCCCCCC3)C2=O)cc1
14,CC[C@@]1(c2ccccc2OC)ON(c2ccccc2C(F)(F)F)C1=O
7,O=[N+]([O-])c1ccc(CNCc2cc(Cl)ccc2O)cc1
0,O=C(CN1C(=O)NC2(CCCCC2)C1=O)NNC(=O)C1CC1
4,COc1ccc([C@H]2CC(=O)C=C(c3cc(C(F)(F)F)cc(C(F)(F)F)c3)C2)cc1
-1,CCCN(C(=O)c1cc(Cl)nc2ccccc12)c1c(N)n(Cc2ccccc2)c(=O)[nH]c1=O
?,CC(C)c1ccc(S(=O)(=O)N2CCN(CC(=O)Nc3ccc(Cl)cc3F)CC2)cc1
-4,C#CCOCCOCCOCCNc1nc(N2CCN(C(=O)CCCCCCCCCCNC(=O)Cn3cc(C[C@@H](C)O)nn3)CC2)nc(N2CCN(C(=O)CCCCCCCCCCNC(=O)[C@H](CCCCN)n3cc(CCCC(=O)O)nn3)CC2)n1

# A portion of the library. The share of hits here may be higher or lower than overall.
